# PKA inh – inhibitors of human PKA kinase activity, primary screen, biochemical, ATP-depletion luminescence, Kemptide substrate; cAMP-dependent protein kinase catalytic subunit alpha (Homo sapiens), P17612; PKA Kemptide phosphorylation, Kinase-Glo ATP luminescence; inhibition, % at 6 µM; hit rate 0.1% among 65,000;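 active = inhibition above the screen-wide mean inhibition plus 3 SD, cut at about 21% in these data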; also: many of its hits are not listed in these tables
# JNK3 blocker – JNK3 kinase activity inhibitors, primary screen, biochemical, human, purified enzyme | Mitogen-activated protein kinase 10 (Homo sapiens), P53779 | HTS | inhibition, % at 8 µM | hit rate 0.61% among 60,000 | AID 746, 2007; in the data active = inhibition above about 17%;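 also: 0% = DMSO and 100% = reference inhibitor; many of its hits are not listed in these tables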
# CatB block – human cathepsin B inhibitors, primary screen, biochemical, fluorogenic substrate. P07858. purified cathepsin B, fluorescence. inhibition, %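 (tested at 10 µM)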. hit rate 0.1% among 63,000; in the data active = inhibition above about 21%;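 also: 0% = enzyme with no compound and 100% = no enzyme blank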
# AP ELISA ortho – alternative complement pathway inhibitors, primary screen, biochemical, ELISA, human serum, orthogonally pooled compounds | AID 1235, 2008 | hit rate 0.08% among 62,000 | inhibition, % at 5 µM | LPS-coated ELISA, C3 deposition; tested in compound mixtures;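 active = inhibition above 30% in each of the two pooled mixtures holding the compound, so the lower value exceeds 30%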;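 also: 0% = serum in Mg-EGTA without compound and 100% = EDTA serum blank; some compounds past the cut are filed as inactive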
#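 Medium: diluted human serum in Mg2+-EGTA GVB++. Assay system: human serum complement alternative pathway, C3 deposition onto LPS. Also added: Plate-bound LPS. Technique: Anti-C3 ELISA, OD 450 nm. Measure: percent inhibition. Incubation: 1 h at 37 °C. Dosing: 5 µM each compound, pools of ten, 50 µM per pool.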
# E coli RNAP – E. coli RNAP inhibitors, biochemical; inhibition, %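 (tested at 10 µM)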; E. coli RNA polymerase, fluorescence transcription assay; DNA-directed RNA polymerase subunit beta (Escherichia coli (strain K12)), P0A8V2; hit rate 0.2% among 62,000; AID 559, 2006; in the data active = inhibition above about 20%;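 also: 0% = enzyme without compound and 100% = no enzyme blank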
# CatS inh – inhibitors of human cathepsin S, biochemical, compound mixtures. P25774. recombinant cathepsin S, AMC dipeptide fluorescence, pooled mixtures. inhibition, %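 (tested at 5 µM per compound within 10-compound mixtures)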. hit rate 0.06% among 62,000; in the data active = inhibition above about 32%, passing the limit was not always enough; inconclusive = no clear call, values can overlap the other calls;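 also: 0% = enzyme without compound and 100% = blank without enzyme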
# Target sequence (P25774 115-331 limits assumed): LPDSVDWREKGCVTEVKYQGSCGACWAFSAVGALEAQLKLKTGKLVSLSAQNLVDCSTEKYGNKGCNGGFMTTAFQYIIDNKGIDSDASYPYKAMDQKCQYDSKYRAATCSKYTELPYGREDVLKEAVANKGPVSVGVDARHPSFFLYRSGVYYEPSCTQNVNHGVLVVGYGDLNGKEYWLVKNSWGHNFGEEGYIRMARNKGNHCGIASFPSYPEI
# CatB mix inh – cathepsin B inhibitors from pooled compounds, primary screen, biochemical, compound mixtures, AMC fluorescence; Purified cathepsin B, AMC dipeptide fluorescence; inhibition, %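 (ten-compound pools at 5 µM per compound and 50 µM total)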; hit rate 0.06% among 62,000; in the data active = inhibition above about 22%, passing the limit was not always enough; inconclusive = no clear call, values can overlap the other calls;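 also: 0% = enzyme without compound and 100% = no enzyme blank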
# ROCK2 blocker – inhibitors of human ROCK2 kinase, primary screen, biochemical, high-throughput, luminescence | Rho-associated protein kinase 2 (Homo sapiens), O75116 | purified ROCK2, Kinase-Glo ATP depletion luminescence | inhibition, % at 6 µM | hit rate 0.35% among 60,000 | AID 604, 2007;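 active = inhibition above the screen-wide mean inhibition plus 3 SD, cut at about 18% in these data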;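 also: plate controls were DMSO wells for no effect and Y-27632 control wells after no-enzyme background subtraction for full effect; many of its hits are not listed in these tables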
# RORa activator – activators of orphan receptor RORA, primary screen, cell-based, luminescence | hit rate 1.5% among 65,000 | AID 560, 2006 | Nuclear receptor ROR-alpha (Homo sapiens), P35398 | activation, % at 10 µM | CHO-K1 Gal4-RORA LBD luciferase reporter; percent increase over mock-subtracted basal signal;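 active = activation above the mean of all tested compounds plus 3 SD, cut at about 49% in these data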;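 also: 0% = DMSO-treated RORA cells and 100% = added signal equal to DMSO minus mock-transfected cells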
# Target sequence (P35398 whole entry, looked up, the tested form may be a part): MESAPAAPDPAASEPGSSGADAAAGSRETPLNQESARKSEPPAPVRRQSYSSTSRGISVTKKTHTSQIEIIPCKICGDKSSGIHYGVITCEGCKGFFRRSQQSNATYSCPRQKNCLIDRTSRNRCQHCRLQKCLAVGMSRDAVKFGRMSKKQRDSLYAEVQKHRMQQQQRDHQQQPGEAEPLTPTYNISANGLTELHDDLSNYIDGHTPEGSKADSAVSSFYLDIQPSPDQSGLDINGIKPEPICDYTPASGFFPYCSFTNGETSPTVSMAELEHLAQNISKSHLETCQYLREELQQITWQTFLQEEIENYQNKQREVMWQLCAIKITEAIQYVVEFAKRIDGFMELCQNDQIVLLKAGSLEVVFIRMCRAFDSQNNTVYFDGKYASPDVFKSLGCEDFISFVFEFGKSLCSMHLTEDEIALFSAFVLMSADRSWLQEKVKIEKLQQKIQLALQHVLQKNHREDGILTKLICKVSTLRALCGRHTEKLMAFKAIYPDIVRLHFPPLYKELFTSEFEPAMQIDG
# The depositor's hits bear a star; ? = inconclusive; / = no result given. The list is partial; the hit share may differ from the screen's.
SMILES,PKA inh,JNK3 blocker,CatB block,AP ELISA ortho,E coli RNAP,CatS inh,CatB mix inh,ROCK2 blocker,RORa activator
CCN(CC)S(=O)(=O)c1ccc(NC(=O)Cn2c(=O)sc3ccccc32)cc1,0,-2,/,/,/,/,/,2,-1
O=C(C1CCCCC1)N1CCN(S(=O)(=O)c2ccc(Cl)cc2)CC1,2,3,5,2,2,16,4,2,-6
CCCOc1ccc(N2CC(C(=O)Nc3ccccn3)CC2=O)cc1 (stereo not given),5,0,-2,5,4,-3,6,2,-2
CCCCCCn1c(SCCOC)nc2c1c(=O)[nH]c(=O)n2C,0,3,-5,12,-1,-3,1,3,-26
CCCCCOC(=O)Cc1c(C)nc(-c2ccccc2)[nH]c1=O,0,3,-6,/,/,/,/,3,-8
C=C(C)CSCc1nc2ccccc2[nH]1,5,3,1,11,6,-2,2,5,36
OCCN1CCN(Cc2cccc(Oc3ccc(Cl)cc3)c2)CC1,-10,-3,-1,16,5,12,-3,-2,-1
O=c1c[n+]([O-])c2ccccc2n1OCc1c(F)cccc1F,7,2,-3,13,9,12,8,4,-17
CCC1(C)Cc2c(sc3nc4n(c(=O)c23)CCS4)CO1 (stereo not given),7,5,3,/,8,/,/,7,13
CN(CCNC(=O)Cn1c(=O)sc2ccccc21)Cc1ccccc1,6,-1,-1,16,3,-3,7,-2,-18
Clc1ccccc1-c1ccc(/C=N/n2cnnc2)o1,-7,-10,2,-7,4,14,3,-1,-2
CCCc1cc(=O)[nH]c(SCC(=O)N(CC(C)C)C2CCS(=O)(=O)C2)n1 (stereo not given),1,-4,2,8,-1,-2,-2,-1,-5
CCOC(=O)c1c2n(c3ccc(O)cc13)CCCCC2,5,6,6,-9,7,14,5,9,-11
Cc1ccc(C(=O)CCNc2cccc(Br)c2)o1,3,7,-2,-3,0,3,-8,6,-1
COc1cc(-c2noc(-c3ccco3)n2)cc(OC)c1OC,-8,-1,-2,5,2,-3,-2,-5,19
CC1(C)Cc2c(C#N)c(N3CCOCC3)nc(Cc3ccccc3)c2CO1,-1,2,0,/,6,/,/,5,-13
O=C(C1CCCN(S(=O)(=O)c2ccc(F)cc2)C1)N(Cc1cccs1)C1CC1 (stereo not given),0,/,7,23,2,-2,-1,/,-16
CCN(CC)CCNC(=O)CS(=O)Cc1nc(-c2ccc(Cl)cc2)oc1C (stereo not given),5,-1,-3,11,7,-2,0,2,15
CC(=O)N1CCc2cc(C(=O)CN3CCN(c4ccccc4F)CC3)ccc21,6,5,-5,10,-2,-7,1,7,0
COc1ccc2cnn(-c3ccccc3)c(=O)c2c1OC,-4,/,-1,14,5,-12,5,/,0

# By substructure, the entries above containing fluorine
SMILES,PKA inh,JNK3 blocker,CatB block,AP ELISA ortho,E coli RNAP,CatS inh,CatB mix inh,ROCK2 blocker,RORa activator
O=c1c[n+]([O-])c2ccccc2n1OCc1c(F)cccc1F,7,2,-3,13,9,12,8,4,-17
O=C(C1CCCN(S(=O)(=O)c2ccc(F)cc2)C1)N(Cc1cccs1)C1CC1 (stereo not given),0,/,7,23,2,-2,-1,/,-16
CC(=O)N1CCc2cc(C(=O)CN3CCN(c4ccccc4F)CC3)ccc21,6,5,-5,10,-2,-7,1,7,0

# (cont.)
SMILES,PKA inh,JNK3 blocker,CatB block,AP ELISA ortho,E coli RNAP,CatS inh,CatB mix inh,ROCK2 blocker,RORa activator
COC(=O)c1[nH]c2cccc(OC)c2c1NC(=O)CCN1CC(C)CC(C)C1 (stereo not given),1,-8,-2,15,0,-3,0,0,13
c1ccc(Oc2cccc(CN3CCOCC3)c2)cc1,-6,-4,/,9,6,8,4,0,10
Cc1cccn2c(=O)c3cc(C#N)c(=NC(=O)c4ccccc4)n(Cc4ccco4)c3nc12,4,/,1,4,-12,2,3,/,12
COC(=O)c1cc(Br)c(=O)n(-c2ccc(C(C)=O)cc2)c1,3,1,4,9,/,3,4,3,-25
CCOC(=O)c1c(NC(=O)Cn2c(C)nc3ccccc32)sc2c1CCC2,-2,-4,0,-3,5,20,2,0,-24
COc1ccc(C2CC(c3ccc(C)cc3)Nc3ncnn32)cc1 (stereo not given),3,7,1,13,9,-4,7,4,11
CC(O)CN(Cc1cccc(Cl)c1)CC(C)O (stereo not given),0,-4,-2,14,-7,-5,-6,6,-11
COc1cc(SC)ccc1C(=O)Nc1ccc2c(c1)CCN2S(C)(=O)=O,3,-3,2,-2,2,3,2,0,40
NC(=O)CSc1nnnn1CC(CC(=O)O)c1ccccc1 (stereo not given),0,-5,/,/,/,/,/,1,-8
CCOc1ccc(-c2nc(-c3ccncc3)no2)cc1OCC,3,3,2,15,8,-25,-7,3,2
Cc1cccc(NC(=O)CSc2nnc(CSc3nc(C)cc(C)n3)o2)c1,5,7,1,-15,5,3,1,6,16
CCC1=NC(c2ccccc2OC)N(O)C1(C)C (stereo not given),1,-3,-4,8,6,-2,3,2,2
COc1ccc(-c2cc(C(F)(F)F)n3ncc(C(=O)NCC4CCCO4)c3n2)cc1 (stereo not given),0,6,-1,-5,5,5,1,1,-1
Cc1noc(C)c1CSc1ncnc2sc3c(c12)CCC3,2,-2,2,22,-10,-5,1,-2,-10
Fc1cccc2sc(Nc3nnc(-c4ccccc4)o3)nc12,15,-7,-4,5,2,-10,0,3,33
COc1ccc(S(=O)(=O)NCc2cn3c(C)csc3n2)cc1F,9,-7,-2,24,1,-3,3,4,-10
Nc1cccc(-c2nc3ccccc3[nH]2)c1,-2,0,/,/,/,/,/,0,48
COC(=O)/C=C(\C)NC(=O)c1ccccc1Cl,8,-6,/,13,5,3,-6,5,9
Cc1ccc2[nH]c(=O)c(CN(Cc3nnnn3C3CCCC3)C3CCCCC3)cc2c1,-2,-3,3,13,6,0,3,-2,16
CCOC(=O)CN1C(=O)C(CC)Oc2ccccc21 (stereo not given),3,/,5,2,3,0,5,/,14
O=C(CN(CCc1ccccc1)C(=O)Cn1nnc(-c2cccs2)n1)NCc1ccco1,6,-3,3,-3,-9,-5,-2,1,13
CCCCCCn1c(SCC(=O)OC)nc2c1c(=O)[nH]c(=O)n2C,7,1,2,11,8,3,8,0,12
O=C(CSc1nc2c(c(=O)n1-c1ccc(Cl)cc1)SCC2)Nc1nccs1,2,/,6,11,9,11,1,/,-10
COC(=O)CSc1ncccc1-c1nc2ccccc2[nH]1,12,-2,6,-1,-10,-9,4,3,12
Cc1nnc(NC(=O)C2C3C=CC(O3)C2C(=O)O)s1 (stereo not given),-1,/,3,9,5,-3,0,/,-18
CCN(CC)S(=O)(=O)c1ccc(C(=O)NCc2nnc(SCC(=O)OC)n2C)cc1,9,5,-4,12,7,7,4,5,-13
Cc1c2cnn(-c3ccccc3)c(=O)c2c(C)n1CCCC(=O)N1CCN(C)CC1,-9,0,1,16,-4,-4,-3,-1,11
Cc1cc(NC(=O)CSc2c(C)[nH]c3ccccc23)no1,5,4,2,9,13,13,3,6,-8
COc1ccc(S(=O)(=O)N2CCN(Cc3ccc4c(c3)OCO4)CC2)c2ccccc12,3,2,1,21,-1,-3,3,4,-7
O=C(c1ccco1)N1CCN(S(=O)(=O)c2ccc(F)cc2)CC1,6,-3,2,-4,12,7,2,6,8
Cc1cccc(C)c1NC(=O)CSc1nnc(-c2ccoc2C)n1C,1,-7,1,13,0,1,2,2,8
CC(=O)N1CCc2ccc(C(=O)CN3CCN(c4cccc(C)c4C)CC3)cc21,3,-3,-3,-2,0,8,-6,5,-9
CC(C)OCCCNC(=O)CN1C(=O)CC(C)(C)S(=O)(=O)c2ccccc21,4,-2,-1,10,-1,-4,2,6,12
Brc1ccccc1C1=Nn2c(nnc2-c2ccccc2)SC1,-14,-3,1,1,-2,2,-2,-4,-4
CSCC[C@H](NC(=O)C1CCN(S(=O)(=O)c2ccc(C)cc2)CC1)C(=O)NCc1ccco1,-2,4,1,15,-3,-1,-1,1,2
COC(=O)CS(=O)(=O)c1ccc2c(c1)CC(=O)N2,12,8,3,-3,1,9,-1,5,-16
Cn1nnnc1SCc1ccccc1F,4,1,6,13,-2,-6,1,1,-3
Cc1ccc(-c2nn(C)c(=O)c3ccccc23)cc1S(=O)(=O)NCCN1CCOCC1,3,7,7,-15,1,?,6,2,4
COC(=O)Cn1cc(C(=O)OC)c2ccccc21,2,2,3,5,5,-1,6,5,0
C=CCn1c(N)nc2ccccc21,16,4,2,2,6,-2,1,9,-9
Cc1ccc(CCN2CC(C(=O)NC3CCCC3)CC2=O)cc1 (stereo not given),-1,0,2,19,0,-5,4,0,5
O=C(Cn1c(=O)[nH]c2ccsc2c1=O)NC1CCCCCC1,9,/,5,7,9,16,7,/,-8
NC(=O)c1ccsc1NC(=O)COC(=O)C1CCCN1C(=O)c1cccs1 (stereo not given),5,10,-4,3,12,1,-3,1,-13
Cc1cc2c(c(=O)n1Cc1cccnc1)C(c1ccc(F)cc1)C(C#N)=C(N)O2 (stereo not given),3,-8,1,-2,5,-6,0,2,-5
CCOC(=O)CC1(C)NC(=O)c2c(C)sc(C(=O)OCC)c2N1 (stereo not given),14,10,1,8,4,-8,0,4,18
CC1(c2ccncc2)Nc2ccccc2-c2nc3ccccc3n21 (stereo not given),4,7,3,0,7,-2,4,6,-8
CCc1oc(C(=O)O)cc1COC,-3,-4,/,/,/,/,/,-3,-15
Cn1c(SCC(=O)N2CCCc3ccccc32)nnc1-c1cccs1,-2,8,4,16,6,-5,3,2,-3
Cc1ccc(C(=O)NCCCC(=O)O)o1,-2,-1,2,8,8,-15,4,-1,1
COC(=O)NCC12CC3CC(C1)CC(CNC(=O)OC)(C3)C2,7,2,1,/,11,/,/,6,-18

# The list continues:
SMILES,PKA inh,JNK3 blocker,CatB block,AP ELISA ortho,E coli RNAP,CatS inh,CatB mix inh,ROCK2 blocker,RORa activator
O=C(NCc1ccccc1)c1cnsn1,6,0,4,16,7,11,4,5,-9
CC(c1ccco1)N(C(=O)c1ccc(S(=O)(=O)N2CCCCC2)cc1)c1ccccn1 (stereo not given),4,/,0,10,3,3,7,/,-5
Cc1ccc(-c2nc(C3CCCN(S(=O)(=O)c4ccc(C)cc4)C3)no2)cc1 (stereo not given),5,0,0,15,4,-2,0,3,-20
O=C(CSc1nc2cccnc2n1Cc1ccccc1)NCc1ccco1,1,-2,-1,7,7,7,5,3,7
O=c1[nH]c(-c2ccc(Cl)cc2)nc2c1cnn2-c1ccccc1,-7,-2,4,8,0,11,2,-4,-6
CC(C(=O)Nc1ccccc1-c1ccccc1)N1CCOCC1 (stereo not given),5,5,2,3,15,-1,0,7,5
Cc1cc2ncn(CC(O)COc3cccc(C(=O)O)c3)c2cc1C (stereo not given),8,3,4,5,-6,-19,-7,4,-16
Cc1ccc(Cn2cccc(NC(=O)c3ccco3)c2=O)cc1,3,3,-3,14,7,0,7,4,12
O=C(Nc1nnc(Cc2ccccc2)s1)c1cccs1,-9,-5,1,-6,0,0,0,-9,23
CCOc1ccc2nc(NC(=O)CS(=O)(=O)c3ccccc3)sc2c1,6,0,3,7,5,-1,3,6,35
COc1cccc(NS(=O)(=O)c2c(C)cc(C)cc2C)c1,0,-8,1,4,5,-9,-1,-2,3
COc1ccc(NC(=O)CSc2nnc(CNC(=O)c3ccco3)n2-c2ccccc2OC)cc1,1,-4,6,-8,3,9,6,-10,3

# Screens deposited in PubChem by several laboratories.
